Screens: PubChem BioAssay, The Scripps Research Institute Molecular Screening Center
FBW7 activator = human FBW7 E3 ligase activation, primary screen; AlphaScreen FBW7–phospho-cyclin E peptide binding, activator screen; normalized activity (activation), % at 26.1 µM; 650,000 compounds, 0.13% hits; Q969H0; in the data active = normalized activity above about 1.9%;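 note: purified mutant Fbw7 with reduced substrate affinity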
GPR151 ag = activates the human receptor GPR151; 650,000 compounds, 1% hits; PathHunter beta-arrestin GPR151 cells, luminescence; Q8TDV0; activation, % at 11.2 µM; in the data active = activation above about 4.9%;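 note: 0% = median of compound wells and 100% = cells with positive control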
Target sequence (Q8TDV0 whole entry, looked up): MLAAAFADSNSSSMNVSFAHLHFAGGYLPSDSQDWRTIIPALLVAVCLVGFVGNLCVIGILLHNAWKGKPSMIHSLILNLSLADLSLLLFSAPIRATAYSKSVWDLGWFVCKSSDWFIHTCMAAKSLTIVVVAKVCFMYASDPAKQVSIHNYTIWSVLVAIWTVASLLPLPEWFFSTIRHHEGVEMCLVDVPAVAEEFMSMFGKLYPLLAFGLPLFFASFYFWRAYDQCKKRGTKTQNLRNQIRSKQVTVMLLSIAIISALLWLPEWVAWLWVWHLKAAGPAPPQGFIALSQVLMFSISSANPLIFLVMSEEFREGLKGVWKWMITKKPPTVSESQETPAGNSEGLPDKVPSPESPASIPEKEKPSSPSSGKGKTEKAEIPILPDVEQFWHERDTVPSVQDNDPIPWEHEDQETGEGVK
MITF inh = blocks human microphthalmia-associated transcription factor. AlphaScreen MITF homodimerization, bead proximity signal. AID 1259374. 650,000 compounds, 0.91% hits. O75030. inhibition, % at 2.6 µM; in the data active = inhibition above about 50%;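 note: 0% = vehicle wells with protein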
Target sequence (O75030 whole entry, looked up): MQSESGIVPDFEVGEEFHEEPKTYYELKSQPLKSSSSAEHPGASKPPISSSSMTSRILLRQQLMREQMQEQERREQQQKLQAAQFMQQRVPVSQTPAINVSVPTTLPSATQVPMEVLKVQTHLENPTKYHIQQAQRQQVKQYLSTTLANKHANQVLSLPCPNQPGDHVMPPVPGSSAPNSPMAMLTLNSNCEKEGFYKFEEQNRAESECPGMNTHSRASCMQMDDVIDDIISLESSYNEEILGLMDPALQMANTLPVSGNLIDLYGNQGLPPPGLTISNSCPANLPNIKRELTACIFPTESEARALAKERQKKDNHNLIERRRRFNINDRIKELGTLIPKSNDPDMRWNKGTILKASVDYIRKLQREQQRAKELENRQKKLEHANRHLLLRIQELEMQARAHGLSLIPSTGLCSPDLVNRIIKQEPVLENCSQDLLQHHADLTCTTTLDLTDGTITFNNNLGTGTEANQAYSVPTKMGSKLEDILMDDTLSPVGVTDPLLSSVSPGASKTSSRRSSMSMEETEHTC
TEAD-YAP inh = TEAD-YAP interaction inhibition. inhibition, % at 9.12 µM. AID 1259422. 640,000 compounds, 1.4% hits. HEK-TIYL cells, TEAD-Gal4/YAP UAS-luciferase luminescence; in the data active = inhibition above about 32%;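 note: 0% = median of test compound wells and 100% = reference inhibitor wells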
Starred values were filed as active, the others as inactive.

SMILES	FBW7 activator	GPR151 ag	MITF inh	TEAD-YAP inh
Cc1ccc(C)c(N2C(=O)c3ccc(C(=O)OC4CCCCC4)cc3C2=O)c1	-0.1	-0.4	-12	5
CC(C)c1ccc(NC(=O)c2cc(S(=O)(=O)N3CCN(c4ccccc4)CC3)ccc2F)cc1	-0.1	0.5	-7	-5
COc1cc(-c2nc3ccccc3[nH]2)ccc1O	-0.5	-4.0	4	-45
Nc1ccc(C(=O)Nc2ccc(Cc3ccc(NC(=O)c4ccc(N)cc4)cc3)cc2)cc1	0.1	3.3	8	3
COC(CNc1ncnc2c1cnn2-c1cccc(C)c1)OC	-0.1	2.1	4	-26
CCOc1ccc(CN2CCc3nnc(CCNC(=O)C4CCOCC4)n3CC2)cc1	0.3	0.2	-7	-4
COc1ccc(S(=O)(=O)CCC(=O)Nc2ccc(Br)cc2C)cc1	0.0	-2.2	30	7
COC(OC)c1cc(Cl)cc([N+](=O)[O-])c1O	0.1	-1.0	-3	-9
Ic1ccc(N/N=C/c2ccc(N3CCOCC3)cc2)cc1	0.1	0.2	7	0
COc1ccccc1CN1C[C@@H]2C[C@@H](c3cc(C(C)C)n[nH]3)N3CCC[C@@]23C1=O	-0.1	1.7	-3	-1
CN(C)c1cccc(C(=O)N2CCC(CCC(=O)NCC3CCCO3)CC2)c1 (stereo unspecified)	0.3	0.6	9	-5
O=C(Nc1ccccc1Cl)Nc1ccnn1C1CCN(C2CCCC2)CC1	-0.1	2.8	1	-9
O=C(CN1c2cccc3cccc(c23)S1(=O)=O)Nc1ccc2ccccc2c1	0.0	3.8	-6	8
COc1ccc(Cl)c2sc(N3CCN(C(=O)c4ccc5ncsc5c4)CC3)nc12	-0.1	-0.8	8	-2
CC(C)c1ccc(/C=N/NC(=O)c2nonc2N)cc1	0.3	-3.6	-10	-15
COc1cc(Br)c(Br)cc1NC(C)=O	0.2	-1.4	13	-2
Cc1ccc(C(=O)Nc2cccc(-c3nc4cc(C)ccc4o3)c2)cc1	-0.3	3.5	2	10
Cc1cccc(N2CCN(C(=O)c3cnn4c(C)c(Cc5cccc(Cl)c5)c(C)nc34)CC2)c1C	0.1	4.2	12	-3
COc1ccc(S(=O)(=O)Nc2cc(-c3nc4cccnc4s3)ccc2C)cc1OC	-0.1	-0.6	0	-13
CCOC(=O)Nc1cc(C)c(Cl)cc1OC	0.1	0.7	4	-1

As a short view, part of the list above.
SMILES	FBW7 activator	GPR151 ag	MITF inh	TEAD-YAP inh
CC(C)c1ccc(/C=N/NC(=O)c2nonc2N)cc1	0.3	-3.6	-10	-15
COc1cc(Br)c(Br)cc1NC(C)=O	0.2	-1.4	13	-2
Cc1ccc(C(=O)Nc2cccc(-c3nc4cc(C)ccc4o3)c2)cc1	-0.3	3.5	2	10
Cc1cccc(N2CCN(C(=O)c3cnn4c(C)c(Cc5cccc(Cl)c5)c(C)nc34)CC2)c1C	0.1	4.2	12	-3
COc1ccc(S(=O)(=O)Nc2cc(-c3nc4cccnc4s3)ccc2C)cc1OC	-0.1	-0.6	0	-13
CCOC(=O)Nc1cc(C)c(Cl)cc1OC	0.1	0.7	4	-1

Additional results
SMILES	FBW7 activator	GPR151 ag	MITF inh	TEAD-YAP inh
CCOC(=O)C1CCC(CN(Cc2ccc(Cl)cc2)S(=O)(=O)c2ccc(Cl)cc2)CC1 (stereo unspecified)	0.4	-1.2	24	8
C1=C(c2ccccc2)N(c2ccccc2)N=C(Cc2ccccc2)S1	-0.1	-1.0	-3	-16
CCCCNC(=O)CSc1nc2ccccc2n1S(=O)(=O)c1cc([N+](=O)[O-])ccc1C	-0.1	-0.6	7	-8
COc1ccc(C2N(c3nccs3)C(=O)C3CCCN32)c(OC)c1 (stereo unspecified)	-0.1	1.3	8	4
COC(=O)c1ccccc1N=Cc1c(O)n(-c2ccc(Cl)cc2)c(=O)[nH]c1=O	0.4	-0.3	16	-5
O=C(/C=C/c1ccc([N+](=O)[O-])cc1)c1ccc(N2CCOCC2)cc1	-0.2	-1.1	0	0
CCOC(=O)/C(C#N)=N/Nc1ccc2c(c1)OCCO2	-0.2	-2.0	0	-24
O=C1CCCC2=C1C(c1ccc(Cl)cc1)NC(=S)N2 (stereo unspecified)	-0.1	2.4	6	17
Cc1cc(-c2ccccc2)nc2cc(C(=O)Nc3cc(Oc4cccc(Cl)c4)cc([N+](=O)[O-])c3)nn12	0.0	-0.8	1	3
COc1cc2nc(-c3ccccc3)nc(NCCCN3CCOCC3)c2cc1OC	0.1	-0.2	6	20
CCOC(=O)/C(=C\C=C\N(C)C)C(C)=O	0.2	-0.6	-4	6
COc1ccc(CCNC(=O)CSc2nc3c(sc(=S)n3Cc3ccco3)c(=O)n2-c2ccccc2)cc1OC	0.2	0.8	1	-2
COc1ccc(NC(=O)C2CC(=O)NC(Nc3nc4ccccc4s3)=N2)cc1 (stereo unspecified)	0.5	-1.5	10	0
CCn1c(SCC(=O)c2ccc([N+](=O)[O-])cc2)nnc1-c1cccs1	-0.2	0.2	7	0
Cc1ccc(-c2nc(CS(=O)CC(=O)NCc3ccco3)c(C)o2)cc1 (stereo unspecified)	0.0	-0.1	13	16
O=C(O)c1ccc(CNCc2ccc(F)cc2)s1	-0.3	-0.2	9	11
Cc1ccc(S(=O)(=O)NCC(=O)NCC(=O)OC(C(=O)NC(N)=O)C(C)C)cc1C (stereo unspecified)	-0.1	-1.8	-3	1
COc1ccc2oc(-c3csc(NC(=O)c4ccccc4F)n3)cc2c1	0.0	0.0	-5	0
CC(=O)c1ccc(C(=O)N2CCCC(c3[nH]ncc3-c3ccccc3)C2)s1 (stereo unspecified)	-0.3	1.1	6	0
CN(C)Cc1c(O)ccc2oc(Cc3ccccc3)cc12	0.1	0.5	13	4
O=C(COc1ccc(OCc2ccccc2)cc1)N/N=C/c1cccc([N+](=O)[O-])c1	0.6	-0.3	12	-8
NC(=O)C1CC(=O)N(c2ccc(OCc3ccccc3Cl)cc2)C1 (stereo unspecified)	-0.2	-0.5	-4	-17
CCOC(=O)c1cc(S(=O)(=O)Nc2cc(OC)c(OC)c(OC)c2)cn1C	0.2	0.4	13	8
Cc1ccsc1/C=N/NC(=O)c1ccccc1N(Cc1ccccc1)S(C)(=O)=O	-0.1	-0.4	3	-4
Cc1ccc(C(=O)CSc2ccccc2C(=O)O)c(C)c1	-0.1	-1.7	0	-34
Oc1ccc(C2=Nn3c(nnc3-c3ccccc3Br)SC2)cc1O	0.1	0.6	25	52*
Cc1ccn2c(CN3CCC[C@H]3CO)c(C(=O)N3CCCCCC3)nc2c1	0.0	1.9	-8	-1
Cc1cccc(COC(=O)Nc2ccc(-c3cn[nH]c3)cc2OCCN(C)C)c1	-0.1	-0.4	3	4
Cc1ccc(-n2nc3c4ccccc4n(C)c3cc2=O)cc1	0.1	3.3	1	7
CN(C1CCCCC1)S(=O)(=O)c1ccc(C(=O)Nc2sc3c(c2C(N)=O)CC(C)(C)NC3(C)C)cc1	0.4	-1.2	12	-9
COCCOC(=O)c1c(C)oc2c1cc(NS(=O)(=O)c1ccc(C)cc1)c1ccccc12	0.0	-1.0	-2	-6
CN1CCN(C(=O)CNC(=O)Cc2ccc(Cl)cc2)CC1	-0.2	0.7	8	6
COC(=O)c1c(NC(=O)c2cc(-c3ccc(C(C)C)cc3)nc3ccccc23)sc2c1CCC2	-0.1	1.0	19	-15
CCc1csc2ncc(C(=O)NC(C)(C)CO)c(=O)n12	-0.1	1.0	3	6
COC(=O)CCCNc1nc(CN2CCN(c3ccccc3F)CC2)nc2ccccc12	-0.4	0.8	5	-8
Cc1ccc(-c2csc(=Nc3ccccc3)n2CCc2ccccc2)cc1	-0.2	-0.1	10	-7
CCOC(=O)c1ccc(N2C(=O)C3ON(c4ccccc4)C(c4ccc(C)cc4)C3C2=O)cc1 (stereo unspecified)	0.0	0.0	8	-1
CCC(C)N1C(=O)CN(C2CCC(C)CC2)C(=O)C1c1ccc(F)cc1 (stereo unspecified)	-0.1	2.9	0	2
O=C(CN1CCCC1)Nc1ccccc1Cl	1.0	0.7	24	14
Cc1cc2c(c(=O)o1)C(c1cccc(Cl)c1)C(C#N)=C(N)O2 (stereo unspecified)	-0.1	1.6	-2	5

Look-ups from the results shown:
TEAD-YAP inh with COC(=O)CCCNc1nc(CN2CCN(c3ccccc3F)CC2)nc2ccccc12 → -8
FBW7 activator with O=C(COc1ccc(OCc2ccccc2)cc1)N/N=C/c1cccc([N+](=O)[O-])c1 → 0.6
MITF inh with Cc1ccn2c(CN3CCC[C@H]3CO)c(C(=O)N3CCCCCC3)nc2c1 → -8

Continuation:
SMILES	FBW7 activator	GPR151 ag	MITF inh	TEAD-YAP inh
Cn1c(=O)oc2cc(S(=O)(=O)N3CCCC(C(=O)N4CCCCCC4)C3)ccc21 (stereo unspecified)	0.0	-0.1	1	-1
Cc1cc(C)c(S(=O)(=O)N2CCN(Cc3ccccc3)CC2)cc1C	0.1	-0.8	-5	4
CCC(Sc1nc2ncccc2[nH]1)C(=O)N1CCOCC1 (stereo unspecified)	0.5	0.4	17	-8
O=C(Nc1ccc(S(=O)(=O)NCc2ccco2)cc1)c1ncoc1-c1ccccc1F	-0.2	-0.4	-3	7
CC1CCCC(C)N1CCNC(=O)C1CCCN(S(C)(=O)=O)C1 (stereo unspecified)	1.0	-0.2	4	1
Cc1sc2nc(SCC(=O)N3CCCCC3C)nc(N)c2c1C (stereo unspecified)	0.2	11*	1	-5
COCCCNc1cc(C)nc2c3c(C)cc(C)nc3nn12	0.3	0.4	0	6
CN(CC12CC3CC(CC(C3)C1)C2)C(=O)CC1C(=O)NCCN1C (stereo unspecified)	-0.1	0.5	8	7
COc1cccc(NC2=Nc3cccc4cccc2c34)c1	0.0	-0.5	16	-10
CCCCCCCc1ccc(-c2noc(-c3c(-c4ccccc4Cl)noc3C)n2)cc1	0.0	-1.9	-1	-10
COCc1cc(C)nc(SSc2nc(C)cc(COC)c2C#N)c1C#N	0.5	-1.2	-5	1
COCCOC(=O)C1=C(C)NC2=C(C(=O)CC(c3ccc(OC)c(OC)c3)C2)C1c1ccccc1Cl (stereo unspecified)	0.0	-1.2	8	-1
CCOc1cccc2c1OC1(C)C(C(=O)Nc3ccc(Cl)cc3)C2NC(=S)N1c1cccc(Cl)c1 (stereo unspecified)	0.2	-0.5	6	-7
CCOC(=O)N1CCC(N2C(=O)c3ccccc3C2Nc2ccccc2CC)CC1 (stereo unspecified)	-0.1	0.9	4	-11
Cc1ccnc(NC(=O)C2CCCCC2)c1	-0.1	-1.3	2	-8
CCCn1c(NCc2ccc(C)cc2)nc2c1c(=O)n(C)c(=O)n2C	0.0	-0.2	0	8
Cn1c(=O)c2c(ncn2CC(=O)c2ccc(Br)cc2)n(C)c1=O	0.4	-0.8	21	-6
CCCc1c(O)nc(SCCN2CCOCC2)n(-c2ccccc2)c1=O	0.0	2.4	-8	-3
CSc1cccc(CN2CCN(C3CCN(C(C)C)CC3)C(CCO)C2)c1 (stereo unspecified)	-0.1	0.6	11	0
COc1cccc(OC2OC3COC(C)(C)OC3C(O)C2NC(C)=O)c1 (stereo unspecified)	-0.1	-0.2	5	-9

Just TEAD-YAP inh, for two of the compounds above:
mol	TEAD-YAP inh
Cc1ccnc(NC(=O)C2CCCCC2)c1	-8
CCCn1c(NCc2ccc(C)cc2)nc2c1c(=O)n(C)c(=O)n2C	8

Further entries:
SMILES	FBW7 activator	GPR151 ag	MITF inh	TEAD-YAP inh
COCCN=c1scc(-c2ccco2)n1/N=C/c1c[nH]c2ccccc12	-0.1	0.9	18	-16
NCc1nc2ccc(Cc3ccc4nc(CN)[nH]c4c3)cc2[nH]1	0.3	-0.8	105*	-4
O=C(NCc1ccccc1)c1cc2ncc(Br)cn2n1	0.0	0.5	5	14
CCOc1ccccc1C(=O)NCC(=O)OCC(=O)N(C(C)C)C(C)C	0.3	0.8	16	12
CC(=O)n1c(C=NCc2ccccc2)c(O)c2ccccc21	0.0	2.9	8	-2
Brc1ccccc1-c1nnc(SCCN2CCOCC2)o1	0.2	-0.1	5	-3
CCOC(=O)Cc1nnc(NC(=O)C(CC)Sc2nc3ccccc3s2)s1 (stereo unspecified)	0.1	0.8	-6	-9
O=C(Nc1ccc(F)c(F)c1)C1CC12CCN(C1CCN(Cc3ccccc3)CC1)CC2 (stereo unspecified)	0.2	-0.8	4	12
COc1ccccc1C(NC(=O)c1ccncc1)c1nccn1C (stereo unspecified)	0.2	-0.2	21	5
CC1(C)CC(=O)c2sc(NC(=O)c3ccccc3I)nc2C1	0.8	-0.2	-18	14
O=C(Nc1ccc(-c2csc(NC(=O)c3ccccc3)n2)cc1)c1ccc(Cl)cc1	0.3	0.1	16	-7
CC(=O)Nc1ccc(Nc2nc(-c3c(C)noc3C)nc3c2ncn3-c2ccsc2)cc1	0.3	-1.6	10	-3
COc1ccc(C(=O)CSc2n[nH]c(-c3ccncc3)n2)cc1C	-0.1	0.0	16	8
C=CCNC(=O)/C(C#N)=C/c1ccccc1[N+](=O)[O-]	0.1	-0.1	5	9
CN(C)c1ccc(NC(=O)/C=C/c2ccc(F)cc2)cc1	-0.3	1.3	16	-50
O=C(NCCc1cccc(Cl)c1)c1cc(-c2ccccc2Cl)nc2ccccc12	0.1	0.9	11	6
COc1cc(NC(=O)CSC2=C(C#N)C(c3cccs3)C(C(=O)Nc3ccccc3C)=C(C)N2)c(OC)cc1Cl (stereo unspecified)	0.3	2.0	16	9
